Bioassay records: PubChem BioAssay, Broad Institute
DENV2 CPE: protects cells from dengue virus 2 cytopathic effect. 1.7% of 350,000 active. CPE inhibition, % at 9.99 µM. DENV2-infected cells, cytopathic effect rescue, plate reader. AID 651640; in the data active = CPE inhibition above about 20%, passing the limit was not always enough; inconclusive = no clear call, values can overlap the other calls; tested in BHK-21 cells;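 note: 0% = median of neutral control wells and 100% = median of positive control wells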
E-selectin induc: induces E-selectin expression in human endothelial cells; P16581; HUVEC E-selectin immunofluorescence imaging; normalized: neutral wells 0, TNF-alpha wells 100; activation, % at 7.58 µM; 0.37% of 260,000 active; AID 686992;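 active = mean E-selectin-positive cell signal at least 10% of the positive control, reached in at least 60% of replicates, without over 20% cell loss; inconclusive = no rule given, readout overlaps actives, possibly toxicity-flagged; inactive = the rest, including those meeting only one limit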;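 note: in these data hits start at about 27%; measured in HUVEC primary endothelial cells; signal is the percent of cells scored E-selectin positive by PE staining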
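Test system – human umbilical vein endothelial cells (HUVEC), E-selectin induction · Input – 3,000 HUVEC seeded per well · Buffer or medium – EGM-2, gelatin · Compound dosing – single-point compound dose · Detection – immunofluorescence imaging · Measure – percent E-selectin-positive cells · Controls – TNF-alpha high, DMSO low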
RAD52 anneal inh: blocks human RAD52 DNA annealing | inhibition, % at 18.7 µM | P43351 | 0.46% of 360,000 active | recombinant RAD52 DNA annealing, FRET fluorescence;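 active = every replicate showing at least 50% inhibition; inconclusive = mean inhibition at least 50% but not in every replicate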
Xi reactivation: X-chromosome reactivation activator | XiGFP mouse fibroblasts, % GFP-positive cells imaging, 3 d; cells co-treated with 5-aza-dC sensitizer; scaled so ellipticine positive control = 100% | activation, % at 7.58 µM | 0.055% of 360,000 active;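 active = mean normalized replicate activation at least 10% and every replicate at or above 10%; inconclusive = only one of the two criteria met; inactive = mean below 10% and not all replicates reach 10%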;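 note: 0% = median of on-plate neutral control wells and 100% = ellipticine 6 µM median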
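Material: XiGFP fibroblasts, SV40-immortalized; Buffer or medium: DMEM containing 5-aza-dC; Compound dosing: single point; Times: 3 days compound exposure.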
RAD54 branch: blocks human RAD54 Holliday junction branch migration | Q92698 | FAM/BHQ fluorescence | inhibition, % at 10.4 µM | 0.14% of 360,000 active | AID 602329;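 active = mean normalized replicate activity at least 40 and at least half of replicates scoring 40 or more; inconclusive = only one of the two criteria met; inactive = mean below 40 and under half of replicates reaching 40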;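 note: 0% = median of neutral control wells and 100% = median of positive control wells; inhibitors cause a drop in the FAM fluorescence signal; in these data hits start at about 50%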
Target sequence (Q92698 whole entry, looked up): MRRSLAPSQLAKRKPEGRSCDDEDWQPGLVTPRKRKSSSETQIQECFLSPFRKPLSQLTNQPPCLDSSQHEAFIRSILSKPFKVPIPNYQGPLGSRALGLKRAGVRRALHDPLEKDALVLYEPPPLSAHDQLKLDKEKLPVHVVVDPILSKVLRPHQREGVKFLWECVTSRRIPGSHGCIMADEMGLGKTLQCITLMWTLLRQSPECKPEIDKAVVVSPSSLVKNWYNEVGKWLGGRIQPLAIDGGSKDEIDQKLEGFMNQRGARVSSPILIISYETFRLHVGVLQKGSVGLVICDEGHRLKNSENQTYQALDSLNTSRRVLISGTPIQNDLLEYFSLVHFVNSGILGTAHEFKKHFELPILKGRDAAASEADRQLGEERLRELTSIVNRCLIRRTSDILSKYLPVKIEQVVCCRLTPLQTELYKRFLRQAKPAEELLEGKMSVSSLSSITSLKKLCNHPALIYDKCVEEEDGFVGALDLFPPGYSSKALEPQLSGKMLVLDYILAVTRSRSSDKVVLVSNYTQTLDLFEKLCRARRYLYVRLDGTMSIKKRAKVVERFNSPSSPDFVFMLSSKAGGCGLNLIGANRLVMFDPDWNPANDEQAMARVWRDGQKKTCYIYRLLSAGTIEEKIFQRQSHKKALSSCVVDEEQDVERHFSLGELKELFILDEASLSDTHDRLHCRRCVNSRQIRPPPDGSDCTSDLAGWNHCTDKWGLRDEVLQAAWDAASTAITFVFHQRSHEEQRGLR
CFTR F508del cor: CFTR F508del correction in bronchial cells. 0.36% of 350,000 active. activity (quench increase), % at 7.58 µM. CFBE cells, YFP halide quenching; stimulated with forskolin plus potentiator P3; % fluorescence drop versus neutral controls. AID 720511;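 active = mean added fluorescence quench of at least 8% versus neutral control, with both replicates also reaching 8%; inconclusive = only one of the mean or replicate conditions met; inactive = mean below 8% and not both replicates reaching 8%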;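 note: cells transiently co-express mutant CFTR-F508del with the halide-sensitive YFP; corrector assay measuring rescue of mutant channel to the surface after 24 h compound exposure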
GSIS activator: GLuc luminescence reporter in INS-1E cells, primary screen for activators of glucose-dependent secretion of insulin; INS-1E GLuc reporter insulin secretion, 2-3 h; activation, % at 16.6 µM; 0.61% of 370,000 active; AID 743287;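 active = lowest replicate activation of at least 40%, so every replicate reaches that level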;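 note: 0% = median of neutral control wells and 100% = median of IBMX positive control wells; some compounds called inactive have numbers as strong as hits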
Casp6 inh: inhibitors of human caspase-6. purified caspase-6, Z-VEID-R110 cleavage fluorescence. inhibition, % at 12.5 µM. 0.53% of 350,000 active. AID 686996;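 active = mean inhibition across replicates at least about 35%, with every replicate also reaching that limit, limit read from the data; inconclusive = only one of the two criteria met; inactive = neither criterion met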;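 note: 0% = median of neutral control wells and 100% = no fluorescence left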
Target sequence (P55212 24-179 limits assumed): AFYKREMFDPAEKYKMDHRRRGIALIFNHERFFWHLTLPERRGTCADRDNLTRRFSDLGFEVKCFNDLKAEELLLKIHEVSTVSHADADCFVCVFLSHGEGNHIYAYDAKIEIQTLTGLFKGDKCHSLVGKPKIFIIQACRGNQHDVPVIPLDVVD
Target sequence (P55212 194-293 limits assumed): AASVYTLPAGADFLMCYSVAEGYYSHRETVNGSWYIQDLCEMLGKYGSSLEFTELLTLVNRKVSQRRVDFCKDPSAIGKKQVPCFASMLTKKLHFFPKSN
* = called active by the depositor; ? = inconclusive; · = not tested or not shown; & = joins results of further samples.

smiles	Xi reactivation	DENV2 CPE	RAD54 branch	RAD52 anneal inh	GSIS activator	Casp6 inh	CFTR F508del cor	E-selectin induc
COc1ccc(CN(C)C[C@H]2Oc3c(NS(C)(=O)=O)cccc3C(=O)N([C@H](C)CO)C[C@@H]2C)cc1	0.2	-1	-7	-18	12	-3	-0.5	-1.7
COc1cc(/C=C/C(=O)OCC(=O)Nc2cc(C(F)(F)F)ccc2N2CCOCC2)ccc1O	0.0	4	-2	-10	·	-1	·	4.0
N#CCCN(Cc1ccccc1)C(=S)Nc1ccc(F)cc1	0.1	-5	-8	-14	·	2	-1.6	-0.4
CC(C)(C)c1nc2c(s1)CCc1onc(-c3ccc(Cl)cc3)c1-2	-0.7	0	8	-1	11	2	-2.7	-0.1
Cc1ccc(S(=O)(=O)Nc2ccc3c(c2)C(=O)N([C@H](C)CO)C[C@@H](C)[C@H](CN(C)C(=O)NC(C)C)OCCCC[C@@H](C)O3)cc1	0.3	1	-8	-4	-12	-1	1.8	-0.3
CCN(CC)S(=O)(=O)c1cccc(C(=O)Nc2nc3cc4c(cc3s2)OCCO4)c1	·	-2	0	-25	4	1	·	·
COc1ccc([C@H]2C[C@H](O)[C@@H](n3cc(-c4ccc(F)cc4)nn3)CN2C(=O)C2CCCCC2)cc1	-0.1	-2	6	-3	-42	1	1.4	1.3
C[C@@H]1CCCCO[C@@H](CN(C)S(=O)(=O)c2ccccc2)[C@H](C)CN([C@@H](C)CO)C(=O)c2cc(NS(=O)(=O)c3cccs3)ccc2O1	0.0	3	3	-13	-31	0	0.0	·
COc1ccc2c(c1)CCC1C2=NN(/C(C)=C/C(C)=O)C1c1cccc(F)c1 (configuration not stated)	0.2	-5	-16	-202	4	2	1.8	0.9
Cc1cc(C)c(S(=O)(=O)N(C)CC(=O)NCCN2CCOCC2)c(C)c1	0.0	0	-3	-1	·	4	3.1	0.4

smiles	Xi reactivation	DENV2 CPE	RAD54 branch	RAD52 anneal inh	GSIS activator	Casp6 inh	CFTR F508del cor	E-selectin induc
COc1ccccc1NC(=O)Nc1nnc([C@@H]2C[C@H](O)[C@@H](CO)O2)s1	-0.1	-3	4	-3	21	-1	-0.3	4.7
CC(C)C[C@H]1COCCS(=O)(=O)N1Cc1cccc(C(F)(F)F)c1	-0.2	?	2	-3	-33	0	-0.2	-0.2
O=c1c2cc(NC(=S)NCCCN3CCC(Cc4ccccc4)CC3)ccc2nc2n1CCCCC2	0.0	4	7	7	-27	·	0.0	·
C[C@H](CO)N1C[C@H](C)[C@@H](CN(C)Cc2ccncc2)Oc2ccc(NC(=O)CCCCCC(=O)Nc3ccccc3N)cc2C1=O	-1.1&-0.3	2&-7	1&-1	-4&-9	-7&-6	-2&-4	-0.6&-0.4	0.0
S=c1[nH]nc(CCc2nc3ccccc3[nH]2)n1-c1cccc(Cl)c1	0.2	2	·	-1	5	-3	-0.7	·
Cn1cnc([N+](=O)[O-])c1Sc1ccc(Br)cc1	0.0	-2	-3	4	-7	0	1.6	·
O=C(c1cnccn1)N1CC(=O)N2[C@@H](CO)[C@H](c3ccc(C#CCC4CCCC4)cc3)[C@@H]2C1	-0.1	-1	·	-14	-21	-2	0.9	-0.5
CCOCCOc1cccc(C(=O)NC(C)c2ccc3ccccc3c2)c1 (configuration not stated)	-0.2	-1	-7	-17	3	-1	-1.0	0.9
O=C(COc1ccc2c3c(c(=O)oc2c1)CCC3)N[C@@H](CSCc1ccccc1)C(=O)O	·	-18	-18	-14	-1	2	1.6	·
Clc1ccc(OCCCNCc2ccccc2)c2ccccc12	0.0	13	11	26	11	-5	4.9	0.0

smiles	Xi reactivation	DENV2 CPE	RAD54 branch	RAD52 anneal inh	GSIS activator	Casp6 inh	CFTR F508del cor	E-selectin induc
O=C(N[C@@H]1CC[C@@H](CCn2cc(Cc3ccccc3)nn2)O[C@@H]1CO)c1cnccn1	0.6	13	3	-15	2	1	-1.1	-0.3
O=C(Nc1ccccc1)C1CCN(C(=O)c2ccc(Br)cc2)CC1	0.0	-6	-6	1	6	1	0.5	0.1
CCCCC1=CC2=CC(=O)C(C)(OC(=O)CC)C(=O)C2=CN1CCCCO (configuration not stated)	-0.1	5	2	-20	0	16	1.5	-0.1
O=C(N[C@H](Cc1ccccc1)C(=O)NCC1CCCCC1)[C@H]1O[C@@H](n2ccc(=O)[nH]c2=O)[C@H](O)[C@@H]1O	0.1	11	·	-1	·	0	1.6	0.1
CC1(C(=O)O)CCC(C(N)=O)C1(C)C (configuration not stated)	0.0	-5	·	-4	-5	0	-1.8	-0.5
COCC(=O)N1C[C@@H](C)[C@H](OC)CN(C)C(=O)c2cc(NC(=O)Nc3ccccc3)ccc2OC[C@@H]1C	-0.1	6	-2	4	-13	·	-1.9	0.0
CO[C@@H]1CN(C)C(=O)c2ccc(NS(=O)(=O)c3ccccc3C)cc2OC[C@@H](C)N(S(=O)(=O)c2ccccc2)C[C@H]1C	0.0	-12	-1	-5	-22	-4	-1.6	-0.3
CCN(CC)c1ccc(/C=N/N=C(N)N)c(O)c1	6.9	-4	·	-39	2	-2	3.3	2.4
C[C@H](CO)N1C[C@H](C)[C@H](CN(C)C(=O)C2CCOCC2)Oc2cc(-c3ccc(C(=O)N(C)C)cc3)ccc2S1(=O)=O	-1.3	19	-9	11	12	-3	1.5	-0.2
C[C@H]1CN([C@@H](C)CO)C(=O)Cc2cc(NS(=O)(=O)c3cccs3)ccc2O[C@@H]1CN(C)C(=O)Nc1cccc2ccccc12	0.0	?	0	·	18	·	-2.0	-11

smiles	Xi reactivation	DENV2 CPE	RAD54 branch	RAD52 anneal inh	GSIS activator	Casp6 inh	CFTR F508del cor	E-selectin induc
Cc1noc(C)c1NC(=O)N(C)C[C@@H]1Oc2ncc(C#CC3CCCCC3)cc2C(=O)N([C@@H](C)CO)C[C@H]1C	-0.5	2	-1	-8	19	-2	1.4	-0.6
O=C(C[C@@H]1CC[C@@H]2[C@H](COC[C@@H](O)CN2C(=O)c2ccccc2)O1)NCc1cccc(F)c1	0.1	-3	-8	-68	4	-2	-1.5	0.1
O=C(CNC(=O)c1ccc(Cl)cc1)OCc1nc2ccccc2s1	0.0	-7	·	-5	17	2	-2.9	·
CCOC(=O)c1c(C)[nH]c(C(=O)OCCOc2ccc(Cl)cc2)c1C	0.1	-7	7	-8	3	-3	·	·
Cc1ccc(S(=O)(=O)N(C)C[C@H]2OCCCC[C@@H](C)Oc3ccc(NC(=O)Nc4cccc5ccccc45)cc3C(=O)N([C@@H](C)CO)C[C@H]2C)cc1	0.2	6	-8	4	-8	1	-0.3	-0.3
CCC(=O)N1CCCCN2[C@H](CO)[C@H](c3ccc(-c4ccc(F)cc4)cc3)[C@@H]2C1	0.3	1	-1	-8	-19	1	-1.7	-0.3
COc1ccc(OC)c(Nc2nc(-c3sc(NC(=O)CC(C)C)nc3C)cs2)c1	-0.3	-5	5	-31	15	-2	0.1	0.0
N#C[C@H]1[C@H](c2ccccc2)[C@@H](CO)N1S(=O)(=O)c1cccc(F)c1	0.3	6	12	-2	-1	-3	-4.0	0.2
Cc1cc(C(C)(C)C)cc(S(=O)(=O)Nc2ccc(C(=O)O)cc2)c1C	0.1	-2	6	-8	-7	-4	3.4	5.6
Cc1nc(-c2ccc(S(=O)(=O)N3CCN(Cc4ccccc4)CC3)s2)cs1	0.1	0	3	-14	24	-1	0.0	-0.2

smiles	Xi reactivation	DENV2 CPE	RAD54 branch	RAD52 anneal inh	GSIS activator	Casp6 inh	CFTR F508del cor	E-selectin induc
CCCNC(=O)Nc1ccc2c(c1)C(=O)N(C)[C@@H]1CC[C@H](CC(=O)NCCCN(C)C)O[C@@H]1CO2	0.1	13	-3	20	7	0	-1.4	-0.1
CC1(Cc2ccc(Cl)c(Cl)c2)C(=O)Nc2ccc(S(=O)(=O)NC3CCCCC3)cc21 (configuration not stated)	0.3	12	-4	-11	-38	-1	-0.1	0.0
COC(=O)[C@]1(C)N[C@H](CN(C)C(=O)Nc2ccc(OC)cc2)[C@@H]2C(=O)N(Cc3ccccc3)C(=O)[C@@H]21	0.0	1	-7	-15	-16	6	-0.9	0.0
C[C@@H]1CCCCO[C@@H](CN(C)CC2CCCCC2)[C@@H](C)CN([C@@H](C)CO)C(=O)c2cc(NS(=O)(=O)c3ccc(F)cc3)ccc2O1	0.3	4	5	48	-24	-2	2.0	-0.1
COC(=O)c1ccc2nc(-c3cccc(Br)c3)c(Cc3ccsc3)n2c1	0.0	-2	10	-26	-28	-7	-2.5	-0.6
COc1cccc(C(=O)Nn2cnnc2)c1OC	0.0	-2	5	4	-2	2	5.0	·
CC(C)=CCC/C(C)=C/CN1C(=O)N(c2ccc(F)cc2)[C@H]2C[C@@H](c3ccccc3)[C@@H](C)[C@@H](C(=O)N3CCOCC3)C[C@H]21	1.1	5	·	-10	37	1	-1.5	-0.3
CCN(CC)S(=O)(=O)c1ccc(C)c(NC(=O)Cn2cnc3cc([N+](=O)[O-])ccc3c2=O)c1	0.3	-3	2	-4	13	-3	1.5	·
C[C@@H]1CN([C@@H](C)CO)C(=O)CCCn2cc(nn2)CO[C@H]1CN(C)S(=O)(=O)c1ccccc1	-0.1&0.1	-1&4&-1	-14&-13&8	-24&0&-10	6&22	1&0&-1	1.8&-0.6&3.8	0.1
Cc1ccc(NC(=O)CCCc2c[nH]c3ccccc23)nc1	-0.1	4	-3	-9	25	-2	0.9	1.0

smiles	Xi reactivation	DENV2 CPE	RAD54 branch	RAD52 anneal inh	GSIS activator	Casp6 inh	CFTR F508del cor	E-selectin induc
CCC(CC)c1nnc(NC(=O)CCc2ccc(OC)cc2)s1	0.0	-6	3	-21	6	0	1.4	1.7
CCOC(=O)C1=NOC(Cn2cc(C#N)c(=O)n(C)c2=O)C1 (configuration not stated)	0.0	-6	-2	2	10	1	0.1	·
CCOC(=O)C1(CC2CC2)CCN(C(=O)c2cc(C3CC3)nc3ccccc23)CC1	0.0	-1	-4	7	-1	2	-0.2	·
C[C@H]1CN([C@@H](C)CO)C(=O)Cc2cc(NC(=O)c3ccncc3)ccc2O[C@@H]1CN(C)Cc1ccc(-c2ccccc2)cc1	0.6	-6	-11	-14	-15	-1	-0.6	1.1
COCCNC(=O)C1(C(F)(F)F)CC(CCCO)CCCO1 (configuration not stated)	0.0	-11	-5	-14	9	0	-0.5	-0.3
O=c1[nH]c(COc2ccc(Cl)cc2Cl)nc2ccccc12	0.0	-8	0	-2	19	2	-0.6	·
Cc1c(C(=O)N2CCN(S(=O)(=O)c3ccccc3)CC2)oc2ccc(Br)cc12	0.0	-7	6	-8	·	1	0.5	-0.1
